Bioassay records deposited in PubChem by several laboratories.
GlmU inhibition – inhibition of mycobacterial GlmU enzyme – biochemical, glucosamine-1-phosphate acetyltransferase (AID 1376). Bifunctional protein GlmU (Mycobacterium tuberculosis (strain ATCC 25618 / H37Rv)). inhibition, %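 (tested at 30 µM in the primary screen)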, or IC50 in µM where a hit was titrated. 220,000 compounds, 0.25% hits. M. tuberculosis GlmU acetyltransferase enzyme assay; higher % means a stronger effect; in the data active = inhibition above about 13%;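 also: 0% = complete reaction with vehicle and 100% = reaction without substrate; strong numbers were not always called active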
RmlCD inh 1536 – M. tuberculosis RmlC/RmlD coupled enzyme inhibitors, primary screen, biochemical, compound mixtures, 384-well, from 1536-well plates | 160,000 compounds, 0.03% hits | inhibition, % at 3.6 µM | RmlC+RmlD coupled enzyme assay, percent inhibition; primary screen in compound mixtures | dTDP-4-dehydrorhamnose reductase (Mycobacterium tuberculosis (strain ATCC 25618 / H37Rv)) …; in the data active = inhibition mostly above about 34%, no sharp cut-off; also: some results filed as inactive read as strong as hits
Target sequence (P9WH09 whole entry, looked up): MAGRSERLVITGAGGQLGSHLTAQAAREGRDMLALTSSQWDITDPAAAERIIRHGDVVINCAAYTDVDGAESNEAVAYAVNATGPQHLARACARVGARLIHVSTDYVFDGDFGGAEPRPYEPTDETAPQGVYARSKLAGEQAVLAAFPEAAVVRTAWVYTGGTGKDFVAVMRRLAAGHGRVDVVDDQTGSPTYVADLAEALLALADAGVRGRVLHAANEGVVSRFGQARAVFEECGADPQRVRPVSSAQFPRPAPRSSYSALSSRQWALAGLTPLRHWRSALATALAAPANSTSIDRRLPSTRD
Target sequence (P9WH11 whole entry, looked up): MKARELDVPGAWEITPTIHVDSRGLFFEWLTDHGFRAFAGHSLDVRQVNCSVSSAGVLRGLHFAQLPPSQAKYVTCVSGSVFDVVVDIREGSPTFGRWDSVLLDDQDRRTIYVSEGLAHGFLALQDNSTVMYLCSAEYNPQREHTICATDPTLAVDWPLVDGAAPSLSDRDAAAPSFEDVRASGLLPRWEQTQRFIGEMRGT
* marks the source's active call; other numbers are inactive results; . = no result given. These rows are one share of the data, so the mix of outcomes need not match the whole.

Screens in order: RmlCD inh 1536	GlmU inhibition
> CCc1nnc(NC(=O)CSc2nc(-c3ccccc3)cc(-c3ccc(OC)cc3)c2C#N)s1
→ 4.2	-6.4%
> CC(CC(=O)O)CC(=O)Nc1nncs1 (centres undefined)
→ -0.2	-6.7%
> N[C@@H](Cc1c[nH]c2ccccc12)c1nnc(SCc2c(F)cccc2Cl)o1
→ 13.7	6.8%
> COC(=O)c1ccc(C2C(Oc3ccccc3C)C(=O)N2CCc2ccc(OC)c(OC)c2)cc1 (centres undefined)
→ -1.6	5.2%
> COc1cc(NC2c3ncccc3C(=O)N2Cc2ccco2)cc(OC)c1OC (centres undefined)
→ 1.1	3.4%
> Clc1ccc(-c2nnc(-c3ccccc3)o2)c(Cl)c1
→ 16.0	7.2%
> CC(C)n1c(-c2cccnc2)nc2cnccc21
→ .	-5.2%
> Cc1ccc(Cn2cnc3c(cnn3-c3ccc(F)cc3)c2=O)cc1
→ -11.2	1.6%
> Cc1nc(N/N=C/c2ccc(O)cc2)c2cnn(-c3ccccc3)c2n1
→ 10.6	-2.5%
> O=C(O)CC1(O)C(=O)N(Cc2ccccc2)c2ccccc21 (centres undefined)
→ 7.3	1.0%
> CCc1ccc(NC(=O)c2ccccc2NC(=O)C2CCCO2)cc1 (centres undefined)
→ .	2.9%
> CN(CCC#N)C(=O)COC(=O)/C=C/c1ccc2c(c1)OCO2
→ -10.8	0.4%
> CC(CCc1ccccc1)NCCC#N (centres undefined)
→ -7.3	-2.7%
> O=C(/C=C/NNC(=O)c1ccc(Br)cc1)c1ccccc1
→ .	-0.3%
> O=C(NCC(=O)N1CCC(N2CCCCC2)CC1)C1CCCCC1
→ .	5.9%
> O=S(=O)(NCCCCCNS(=O)(=O)c1ccc(F)cc1)c1ccc(F)cc1
→ .	-0.7%
> CC1CCN(CC(CS(=O)(=O)c2ccc([N+](=O)[O-])cc2)N2CCC(C)CC2)CC1 (centres undefined)
→ -8.1	0.3%
> Cc1cc2ncc(C(=O)Nc3ccsc3C(=O)O)c(C)n2n1
→ 1.2	-4.2%
> Cc1cccc2nc(CSc3ccccc3C(=O)O)cn12
→ -6.2	6.3%
> CCOC(=O)C(=CNCC(=O)O)C(=O)OCC
→ 3.9	-4.4%
> C[C@H]1C[C@@H]2[C@H]([C@@H](O)C[C@@]3(C)[C@H]2CC[C@]3(O)C(=O)CO)[C@@]2(C)C=CC(=O)C=C12
→ .	-2.1%
> CC(NC(=S)NCCc1ccccc1)C(c1cccs1)N1CCN(C)CC1 (centres undefined)
→ .	-6.9%
> O=C(NCc1ccccc1)c1ccc(Cn2cc(C(F)(F)F)ccc2=O)cc1
→ -6.8	2.1%
> CCOC(=O)c1ccc2ncc(C(=O)OCC)c(NCc3ccco3)c2c1
→ -6.3	3.0%
> COc1ccc(C(=O)N/N=C2\SCC(=O)N2Cc2ccc3c(c2)OCO3)c(OC)c1
→ .	1.5%
> CC(=O)CSc1nc(-c2cccs2)c(C#N)c(=O)[nH]1
→ 7.6	6.9%
> CCOC(=O)c1c(NC(=O)c2ccc(N3C(=O)[C@@H]4[C@H](C3=O)[C@H]3C=C[C@@H]4C3)cc2)sc2c1CCCC2
→ 7.9	1.8%
> COc1ccc(Cc2noc(CN(C)CC3(N4CCOCC4)CCCCC3)n2)cc1OC
→ -14.5	0.0%
> O=C(NCCc1ccccn1)c1cc(-c2cccc3ccccc23)nc2ccccc12
→ 11.7	-2.7%
> CCCCC(=O)Nc1ccc(NC(=O)c2ccccc2[N+](=O)[O-])cc1OC
→ 4.6	1.6%
> CCOC(=O)C1=C(C)NC(C)=C(C(=O)OCC)C1/C=C/c1ccccc1
→ .	-6.7%
> Cc1cc(N)n(-c2nc3ccccc3s2)n1
→ 2.3	8.5%
> CN(C)N1C(=O)CC(N2CCCCC2)C1=O (centres undefined)
→ -9.7	2.1%
> NC(=O)C1(NC(=O)[C@@H]2CC3(CC(c4cccc(NC(=O)c5cc([N+](=O)[O-])cc([N+](=O)[O-])c5)c4)=NO3)CN2C(=O)c2ccccc2)CC1 (some centres undefined)
→ 3.4	-2.2%
> COc1ccc(Cc2nn3c(-c4ccccc4Br)nnc3s2)cc1
→ -0.6	4.7%
> O=C(NCCC1=CCCCC1)C1CCN(S(=O)(=O)c2ccccc2)CC1
→ .	0.6%
> COc1ccc(-c2nn(CCC#N)cc2/C=N/O)cc1
→ -5.0	-2.4%
> Cc1[nH]n(-c2ccccc2)c(=O)c1C=NCCc1ccccc1
→ 7.9	-0.4%
> O=C(NC1CCCCCC1)c1cccs1
→ -8.3	5.9%
> CC(C)Cn1c(N2CCN(C(=O)/C=C/c3ccccc3)CC2)nc2ccccc21
→ 5.4	-0.8%
> O=C(Nc1ccc2c(c1)oc1ccc(S(=O)(=O)N3CCCC3)cc12)C1CC1
→ -5.8	-0.4%
> COC(=O)CSc1nc2ccccc2c(=O)n1C
→ 21.6	1.6%
> CC[N+](CC)(CC#CCO)CC#Cc1ccccc1
→ -12.2	-6.1%
> Cc1nn(-c2ccccc2)c(C)c1NC(=O)COc1ccc(Cl)cc1Cl
→ -10.8	2.2%
> O=C(Nc1ccc2c(c1)OCCO2)c1ccc(Br)c(S(=O)(=O)N2CCOCC2)c1
→ 0.8	-7.0%
> Cc1cc(C)cc(N(C(=O)c2csnn2)C(C(=O)NC(C)(C)C)c2ccccn2)c1 (centres undefined)
→ .	4.8%
> CCCCCCN=C(C)C1=C(O)C(C(=O)OC)C(C)(C)CC1=O (centres undefined)
→ -42.5	-2.1%
> Cc1ccc(NC(=O)c2ccncc2)cc1S(=O)(=O)N(C)C
→ 35.7	-2.6%
> CN(C)c1ccc(NC(=O)CN2C(=O)CN=C(c3ccccc3)c3cc(Cl)ccc32)cc1
→ .	-6.5%
> O=C1c2ccccc2C(O)(c2ncc[nH]2)N1C1CCCCC1 (centres undefined)
→ -3.3	7.9%
> C/C(=N\Nc1ccc([N+](=O)[O-])cc1)c1cc2ccccc2o1
→ .	-4.5%
> c1ccc2c(c1)nnn2CNc1nccs1
→ .	3.3%
> O=C(NCCc1c[nH]c2ccccc12)C(=O)NCC1OCCN1S(=O)(=O)c1cc(F)ccc1F (centres undefined)
→ 3.1	0.5%
> CCCCCCC(=O)N(O)C1CC(=O)N(c2ccc(F)cc2)C1=O (centres undefined)
→ -10.9	4.0%
> Cn1c(=O)c2c(nc(CN3CCN(C(=O)c4ccco4)CC3)n2Cc2ccccc2)n(C)c1=O
→ 12.1	3.2%
> COCCn1nnnc1C(c1cc2ccc(C)cc2[nH]c1=O)N(Cc1ccco1)Cc1cccs1 (centres undefined)
→ -7.5	-4.8%
> CC1CCCCC12NC(=O)N(CC(=O)Nc1sc3c(c1C(N)=O)CCC3)C2=O (centres undefined)
→ 22.6	.
> C=CCNC(=O)CSc1nc2scc(-c3ccco3)c2c(=O)n1CC=C
→ .	1.5%
> c1ccc(CNc2ncnc3sc4c(c23)CCC4)nc1
→ -9.3	9.5%
> O=C(CN1C(=O)c2ccccc2C1=O)NCc1ccc(N2CCOCC2)cc1
→ -9.4	-3.9%

Part of the list above in another layout.
SMILES | RmlCD inh 1536 | GlmU inhibition
CC[N+](CC)(CC#CCO)CC#Cc1ccccc1 | -12.2 | -6.1%
Cc1nn(-c2ccccc2)c(C)c1NC(=O)COc1ccc(Cl)cc1Cl | -10.8 | 2.2%

More results.
Screens in order: RmlCD inh 1536	GlmU inhibition
> Cc1ccc(C(=O)N2CC(=O)Nc3ccccc32)o1
→ 6.3	-2.6%
> CCOC(=O)C1CCN(S(=O)(=O)c2ccc3[nH]c(=O)c(=O)[nH]c3c2)CC1
→ -9.2	0.3%
> Cc1onc(-c2c(F)cccc2Cl)c1C(=O)Nc1nc2c(s1)CCCC2
→ -7.2	2.3%
> Cc1ccc(C)c(-n2c(-c3csc(C)c3)n[nH]c2=S)c1
→ -8.2	5.7%
> CCOc1ccc(CNC(=O)C2CC(=O)N(C3CCCC3)C2)cc1OC (centres undefined)
→ -10.7	2.3%
> CC1(C)CC2(CC(c3ccccc3F)c3ccc(O)c(O)c3O2)NC(=S)N1 (centres undefined)
→ 6.4	5.0%
> COc1ccc(CNC(=O)C(c2ccc(C)o2)N(Cc2cccs2)C(=O)Cc2cccs2)cc1 (centres undefined)
→ .	0.8%
> COC(=O)c1cn(C(=O)c2ccc(Cl)cc2)c2ccccc12
→ 4.6	-7.3%
> CCOc1ccc(-c2nnc3n2N=C(c2ccc(OC)cc2)CS3)cc1
→ -8.4	1.0%
> Cc1ccc(NC(=O)C(C)Sc2nnc(-c3cccnc3)n2-c2ccccc2)cc1 (centres undefined)
→ .	0.8%
> CCC1=Nc2ccccc2-c2nnc(SC)nc2O1
→ -0.1	7.7%
> O=C(NC1CCCCC1)C(c1ccc(F)cc1)N(Cc1ccco1)C(=O)CN1C(=O)c2ccccc2S1(=O)=O (centres undefined)
→ 13.4	0.5%
> CCCn1c(SCC(=O)N2c3ccc(F)cc3CCC2C)nnc1-c1ccccn1 (centres undefined)
→ .	3.5%
> COc1ccccc1NC(=O)c1sc2ncn(Cc3ccc(C)cc3)c(=O)c2c1C
→ 7.3	-2.4%
> NC(=O)c1c(NC(=O)CN2C(=O)NC(Cc3ccccc3)C2=O)sc2c1CCC2 (centres undefined)
→ 16.3	-1.1%
> Cc1cc(=O)oc(C)c1C(=O)NCc1ccccc1
→ .	7.4%
> N#C/C(=C(/O)c1ccc(C(=O)c2ccccc2)cc1)c1nc2ccccc2[nH]1
→ 29.1	0.2%
> CCOC(=O)N1CCC(NC(=O)c2cc3c(-c4cccc(OC)c4)nn(C)c3s2)CC1
→ -3.5	1.1%
> Cc1ccc(NC(=O)COC(=O)CCC(=O)c2cccs2)c(C)c1
→ 4.4	4.2%
> O=C(CCC(=O)c1ccc(F)cc1)Nc1cc(Cl)cc(Cl)c1
→ -3.7	-1.0%
> Cc1ccccc1OCC(=O)OCC(=O)Nc1cc(C(F)(F)F)ccc1N1CCOCC1
→ 11.6	-2.9%
> CCC(=O)N(CC)C1=C(O)c2ccccc2C(=O)C1=O
→ .	1.6%
> COC(=O)c1ccc(CNC(=O)COC(=O)Cc2ccsc2)cc1
→ -7.2	0.8%
> CC(C)(C)NS(=O)(=O)c1ccc(CCC(=O)NCc2ccco2)cc1
→ -9.4	5.0%
> Cc1nc2ccc(F)cc2cc1C(=O)NCC1CCCO1 (centres undefined)
→ 4.5	-4.9%
> Cc1ccnc(NC(=O)Nc2cccc(F)c2)n1
→ .	1.5%
> Cc1ccc(S(=O)(=O)N2CCCCC2)cc1NS(=O)(=O)c1cccc(C(=O)O)c1
→ 2.6	-1.1%
> CCCCn1c(-c2ccncc2)nc2c1c(=O)[nH]c(=O)n2CC(C)C
→ 9.7	-2.1%
> COc1ccc(NC(=O)CCC2CCCCC2)cc1S(=O)(=O)N1CCCCC1
→ -6.5	-2.5%
> COc1ccccc1CNC(=O)c1ccc(N2CCOCC2)c([N+](=O)[O-])c1
→ 1.6	-0.5%
> Nc1cc2c(cc1[N+](=O)[O-])OCO2
→ .	-0.4%
> Cc1cc(OCC(=O)Nc2cc(-c3nn4c(C)nnc4s3)ccc2C)ccc1Cl
→ 4.2	8.7%
> O=C(Cc1cccs1)N1CCN=C1SCc1ccc(Br)cc1
→ .	-3.8%
> CCOC(=O)/C=C1\SCC(=O)N1CC(=O)c1ccc[nH]1
→ -0.5	2.6%
> O=C(CN1CCCC1)Nc1ccccc1Sc1ccccc1
→ 1.6	-3.3%
> CCOC(=O)Cn1c(=N)n(Cc2ccccc2)c2ccccc21
→ .	1.2%
> CC(=O)c1sccc1NC(=O)c1ccccc1C(=O)O
→ -1.7	-3.2%
> Oc1c(/C=N/c2ccccn2)sc2ccccc12
→ 4.1	6.6%
> Cc1sc(-c2ccncc2)nc1OC(=O)c1ccc(F)cc1F
→ -11.9	-5.3%
> S=c1[nH]nc(COc2ccccc2)n1/N=C/C=C/c1ccccc1
→ 0.3	2.1%
> Cc1ccc(C)c(NC(=S)N(C)CCO)c1
→ -11.9	-0.2%
> C1CCC(Nc2nc3nonc3nc2N2CCSCC2)C1
→ .	-3.6%
> COc1ccccc1N1CCN(C(=O)CN(C)S(=O)(=O)c2ccc3c(c2)c(=O)n(C)c(=O)n3C)CC1
→ -5.7	3.4%
> CCC(CC)C(=O)Nc1ccccc1-n1cccc1
→ 2.4	0.3%
> NC(=O)CC[C@@H]1NC(=O)[C@@H]2CCCN2C(=O)c2cc([N+](=O)[O-])cc(I)c2NCCC[C@@H](C(N)=O)NC1=O
→ .	0.4%
> O=C(Cn1cc2c(n1)CCCCC2)NCc1ccccn1
→ -6.1	5.9%
> Cc1c(Cl)cccc1NC(=O)C1CCN(S(C)(=O)=O)CC1
→ 10.8	-2.1%
> COc1ccc(OCc2ccc(C(=O)O)cc2)cc1
→ .	-5.6%

Copied from the entries so far for reference:
Screens in order: RmlCD inh 1536	GlmU inhibition
> CCC(CC)C(=O)Nc1ccccc1-n1cccc1
→ 2.4	0.3%
> NC(=O)CC[C@@H]1NC(=O)[C@@H]2CCCN2C(=O)c2cc([N+](=O)[O-])cc(I)c2NCCC[C@@H](C(N)=O)NC1=O
→ .	0.4%
> O=C(Cn1cc2c(n1)CCCCC2)NCc1ccccn1
→ -6.1	5.9%
> Cc1c(Cl)cccc1NC(=O)C1CCN(S(C)(=O)=O)CC1
→ 10.8	-2.1%
> COc1ccc(OCc2ccc(C(=O)O)cc2)cc1
→ .	-5.6%
